# Assay outcomes (PubChem)
# CYP2C19 activ: activators of human cytochrome P450 2C19. P33261. recombinant CYP2C19, luciferin-H EGE luminescence; active compounds read high; 0 = fully inhibited enzyme, 1 = untreated enzyme. activation factor at 5 µM. 96,000 tested, under 10 active. AID 1025;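 active = activation factor of at least 2 at 5 µM in the primary screen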;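 also: 0 = wells with 2.5 mM tranylcypromine and 1 = vehicle-only wells; values of inactives mirror those of a sister screen read the other way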
# PLK1 PBD inh: blocks phosphopeptide binding to human Plk1 polo box domain. P53350. Plk1 PBD phosphopeptide binding, fluorescence polarization. inhibition, %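 (tested at about 20 µM)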. 0.13% of 97,000 active. AID 693; in the data active = inhibition above about 34%, passing the limit was not always enough
# Target sequence (P53350 whole entry, looked up, the tested form may be a part): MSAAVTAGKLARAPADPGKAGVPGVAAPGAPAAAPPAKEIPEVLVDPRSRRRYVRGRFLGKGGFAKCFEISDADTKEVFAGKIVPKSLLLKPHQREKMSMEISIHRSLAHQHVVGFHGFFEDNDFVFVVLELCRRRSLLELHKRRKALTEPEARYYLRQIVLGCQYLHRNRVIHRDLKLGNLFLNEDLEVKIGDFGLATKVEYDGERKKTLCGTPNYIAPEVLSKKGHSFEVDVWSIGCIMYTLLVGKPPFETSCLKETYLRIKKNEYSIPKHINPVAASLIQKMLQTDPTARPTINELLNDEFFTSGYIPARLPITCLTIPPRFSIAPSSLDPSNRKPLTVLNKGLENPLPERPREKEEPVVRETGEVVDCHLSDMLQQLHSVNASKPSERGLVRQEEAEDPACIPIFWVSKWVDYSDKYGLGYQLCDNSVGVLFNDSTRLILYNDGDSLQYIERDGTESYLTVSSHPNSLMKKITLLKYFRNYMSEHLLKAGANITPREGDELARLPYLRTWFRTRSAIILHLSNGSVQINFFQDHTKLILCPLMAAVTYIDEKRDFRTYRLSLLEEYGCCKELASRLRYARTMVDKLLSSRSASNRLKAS
# PLAP act: activators of human placental alkaline phosphatase; AID 696; 1.2% of 96,000 active; P05187; activation fold at 20 µM; purified PLAP enzyme, luminescent substrate read-out; active compounds read high; in the data active = activation fold above about 2
# PLK1 inh: blocks human PLK1 kinase activity. inhibition, % at 10 µM. recombinant PLK1 kinase, TR-FRET peptide phosphorylation. P53350. 0.53% of 97,000 active. AID 619;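 active = inhibition of 50% or more in the single-concentration screen; inactive = inhibition below 50%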;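 also: 0% = DMSO max control and 100% = H-89 dihydrochloride min control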
# HIV Rev-RRE inh: HIV Rev-RRE protein-RNA interaction inhibition; P05866; Rev peptide-RRE RNA binding, FRET; inhibition, % at 8 µM; 0.79% of 97,000 active; AID 704;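 active = inhibition above the screen-wide mean plus 3 SD, cut at about 35% in these data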;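 also: 0% = median DMSO wells and 100% = median Neomycin B control wells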
# Target sequence (P05866 whole entry, looked up): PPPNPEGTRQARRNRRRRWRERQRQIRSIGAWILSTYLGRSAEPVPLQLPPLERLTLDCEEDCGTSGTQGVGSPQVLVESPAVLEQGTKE
#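 Assay system: labelled RRE RNA duplex and labelled Rev peptide / Medium: HEPES pH 7.5 salt buffer with EDTA / Reagent: labelled Rev peptide / Schedule: 5 + 15 min at 25 °C / Signal: FRET, excitation 480 nm, emission 540 nm donor and 671 nm acceptor / Benchmarks: DMSO and neomycin B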
# CYP2C9 inh: inhibitors of human CYP2C9; P11712; CYP2C9 Supersomes, luciferin-H conversion, luminescence; inhibition, % at 5 µM; 20% of 96,000 active;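 active = blocking of liver enzyme CYP2C9 beyond about 50% at 5 µM, limit read from the data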; also: values of inactives mirror those of a sister screen read the other way
# CYP2C9 activ: activators of human CYP2C9 | P11712 | activation factor at 5 µM | recombinant CYP2C9, luciferin-H conversion, luminescence; active compounds read high; factor 1 = untreated enzyme, 0 = blocked | 1.4% of 96,000 active;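 active = activation factor of 2 or more for CYP2C9 at a 5 µM dose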;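 also: 0 = sulfaphenazole-blocked wells and 1 = vehicle-only wells; values of inactives mirror those of a sister screen read the other way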
# EphB4 antag: blocks human EphB4 binding to ephrin-B2 | P54760 | EphB4 LBD / TNYL-RAW-Alexa532 peptide, fluorescence polarization | inhibition, % at 7 µM | 0.15% of 97,000 active | AID 720;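 active = inhibition above the screen-wide mean inhibition plus 3 SD, cut at about 15% in these data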;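 also: 0% = DMSO wells and 100% = excess unlabeled TNYL-RAW peptide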
# CYP2C19 inh: inhibitors of human CYP2C19; 21% of 96,000 active; CYP2C19 Supersomes, luciferin-H EGE luminescence, 30 min; inhibition, % at 5 µM;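 active = CYP2C19 inhibition above a set limit at 5 µM in the primary screen, cut at about 50% in these data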;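 also: plate controls were negative control wells for no effect and 2.5 mM tranylcypromine positive control for full effect; values of inactives mirror those of a sister screen read the other way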
# Starred values were filed as active, the others as inactive; · = no result given. Not a hit list; overall some 29% were active at least once.
HIV Rev-RRE inh,mol,EphB4 antag,PLK1 PBD inh,PLAP act,CYP2C9 inh,CYP2C19 inh,CYP2C9 activ,PLK1 inh,CYP2C19 activ
7,COC(=O)c1ccc(NC(=O)CCN2CCN(c3ccccc3)CC2)cc1,-2,1,1,55*,26,0.4,-1,0.7
4,CCNC(=S)N1CCN(C(=O)c2ccco2)CC1,-9,-7,1,1,6,1,-11,0.9
2,Cc1cccc(NC(=O)C23CCC(C)(/C(=N/O)C2)C3(C)C)c1 (stereo unspecified),-11,4,0.9,-3,30,1,-8,0.7
-5,CCn1cc([N+](=O)[O-])c(C(=O)N2N=C(c3ccc4ccccc4c3)CC2c2cc(Br)ccc2O)n1 (stereo unspecified),-2,-15,·,·,·,·,-14,·
15,O=C1CC(N2CCN(S(=O)(=O)c3cccc(C(F)(F)F)c3)CC2)C(=O)N1Cc1ccccc1 (stereo unspecified),-10,12,1.6,-20,59*,1.2,-7,0.4
3,CC1S/C(=C(\C#N)C(=O)NCc2ccco2)N(c2ccc(F)cc2)C1=O (stereo unspecified),0,6,1.2,2,9,1,-8,0.9
-5,O=C(Nc1nccs1)C1CCCN1S(=O)(=O)c1ccc(Cl)cc1 (stereo unspecified),0,-5,0.8,69*,48,0.3,-4,0.5
10,CCOC(=O)N1CCC(N2Cc3cccc(C(=O)Nc4ccc(F)cc4)c3C2=O)CC1,-3,-27,1.3,90*,44,0.1,-5,0.6
0,COc1ccccc1-n1c(CNC(=O)c2ccco2)nnc1SCC(=O)Nc1nccs1,-1,25,1,42,17,0.6,-20,0.8
0,O=C(CCCn1c(SCC(=O)c2ccccc2)nc2ccccc2c1=O)NCC1CCCO1 (stereo unspecified),9,8,1.6,92*,58*,0.1,-4,0.4
1,Cc1ccc(CS(=O)(=O)CCC(=O)NCc2ccc3c(c2)OCO3)cc1,-4,10,1,22,14,0.8,-9,0.9
-1,CCC(NC(=O)C1(C)CC1(Br)Br)c1ccc(C)cc1 (stereo unspecified),1,-26,0.9,16,40,0.8,-16,0.6
2,Cc1cc(C)n(-c2nnc(C)n2/N=C/c2ccccc2F)n1,-1,7,1,5,20,1,-11,0.8
-7,CCCCn1c(SCC(=O)Nc2ccc(OC)cc2)nc2ccc(N3CCOCC3)cc2c1=O,-5,-4,1.4,100*,84*,0,-10,0.2
11,Cc1ccc(OCc2nc(C#N)c(NCc3ccco3)o2)cc1,5,-1,1,100*,90*,0,-4,0.1
2,COc1ccc(C(CNC(=O)c2ccc(S(=O)(=O)N3CCOCC3)cc2)N2CCCCC2)cc1 (stereo unspecified),-7,8,·,·,·,·,-5,·
3,Cc1nc(NCCc2ccc(S(N)(=O)=O)cc2)c2c(C)c(C)sc2n1,-2,-35,1.3,-6,-4,1.1,-17,1
14,Cc1nc(-c2ccccc2)sc1C(=O)/C=C/c1ccc(Cl)cc1,2,11,1,33,36,0.7,-17,0.6
5,O=C(OCC(=O)N1CCCC1)c1ccccc1OCc1ccccc1,12,11,0.9,11,12,0.9,-3,0.9
3,Clc1ccccc1Oc1cnc2ccccc2n1,-3,-14,1,7,35,0.9,-3,0.7
13,Cc1ccc(/C(N)=N/OC(=O)CCc2ccccc2)cc1,11,-2,0.9,1,-3,1,-8,1
3,O=C(Nc1ccon1)c1csc2c1CCCC2,9,9,0.8,-2,-2,1,-4,1
-1,Cc1cc(C)cc(OCCCCCNCCO)c1,-4,-5,·,·,·,·,-9,·
7,CCOC(=O)N1CCC(Nc2c(-c3ccc(C)cc3)c(=O)c2=O)CC1,-3,15,·,·,·,·,-10,·
-2,COc1cccc2sc(Nc3nnc(-c4ccc(F)cc4)o3)nc12,-6,-9,2.4*,43,-5,0.6,-14,1

# Among those listed so far, these have fluorine.
HIV Rev-RRE inh,mol,EphB4 antag,PLK1 PBD inh,PLAP act,CYP2C9 inh,CYP2C19 inh,CYP2C9 activ,PLK1 inh,CYP2C19 activ
15,O=C1CC(N2CCN(S(=O)(=O)c3cccc(C(F)(F)F)c3)CC2)C(=O)N1Cc1ccccc1 (stereo unspecified),-10,12,1.6,-20,59*,1.2,-7,0.4
3,CC1S/C(=C(\C#N)C(=O)NCc2ccco2)N(c2ccc(F)cc2)C1=O (stereo unspecified),0,6,1.2,2,9,1,-8,0.9
10,CCOC(=O)N1CCC(N2Cc3cccc(C(=O)Nc4ccc(F)cc4)c3C2=O)CC1,-3,-27,1.3,90*,44,0.1,-5,0.6
2,Cc1cc(C)n(-c2nnc(C)n2/N=C/c2ccccc2F)n1,-1,7,1,5,20,1,-11,0.8
-2,COc1cccc2sc(Nc3nnc(-c4ccc(F)cc4)o3)nc12,-6,-9,2.4*,43,-5,0.6,-14,1

# Back to the main list with the 6 entries that preceded the break.
HIV Rev-RRE inh,mol,EphB4 antag,PLK1 PBD inh,PLAP act,CYP2C9 inh,CYP2C19 inh,CYP2C9 activ,PLK1 inh,CYP2C19 activ
3,Clc1ccccc1Oc1cnc2ccccc2n1,-3,-14,1,7,35,0.9,-3,0.7
13,Cc1ccc(/C(N)=N/OC(=O)CCc2ccccc2)cc1,11,-2,0.9,1,-3,1,-8,1
3,O=C(Nc1ccon1)c1csc2c1CCCC2,9,9,0.8,-2,-2,1,-4,1
-1,Cc1cc(C)cc(OCCCCCNCCO)c1,-4,-5,·,·,·,·,-9,·
7,CCOC(=O)N1CCC(Nc2c(-c3ccc(C)cc3)c(=O)c2=O)CC1,-3,15,·,·,·,·,-10,·
-2,COc1cccc2sc(Nc3nnc(-c4ccc(F)cc4)o3)nc12,-6,-9,2.4*,43,-5,0.6,-14,1
0,O=C(NC1=NCCS1)C1COc2ccccc2O1 (stereo unspecified),-5,-2,0.9,23,8,0.8,-6,0.9
2,COc1cccc(-c2cc(C(=O)Nc3cc(C)nn3-c3ccccc3)no2)c1,4,-17,1.1,-51,-20,1.5,8,1.2
4,COc1ccc(S(=O)(=O)NCCSCc2ccco2)cc1,-3,2,1.6,36,89*,0.6,-2,0.1
9,COc1cccc(NC(=O)CSc2nnnn2C(C)C)c1,0,-25,1.3,-3,16,1,-4,0.8
·,CCn1nc(C(=O)OCC(=O)N2c3ccccc3CC2C)c2ccccc2c1=O (stereo unspecified),·,·,1.5,81*,67*,0.2,·,0.3
3,CCc1c(C(=O)NNC(=S)NCC(C)C)csc1C,-2,-21,1.2,-6,13,1.1,-6,0.9
9,CCOC(=O)c1ccc(NS(=O)(=O)c2cc(-c3nnnn3CC)ccc2OC)cc1,6,-1,·,·,·,·,-10,·
4,Cc1ccc(OCC(O)Cn2c3ccccc3c3ccccc32)cc1 (stereo unspecified),9,27,0.9,60*,63*,0.4,-7,0.4
2,O=C(Nc1nnc(SCC(=O)N2CCOCC2)s1)c1ccccc1Cl,3,8,1.2,1,4,1,-7,1
1,Cc1cc2nn(-c3cccc4ccccc34)nc2cc1N,0,-6,1,58*,31,0.4,2,0.7
0,COc1ccc(-c2noc(-c3ccc(C)cc3)n2)cc1,-5,2,0.8,-14,6,1.1,-6,0.9
6,CCOC(=O)CSc1nnc(-c2cccnc2)o1,5,9,·,·,·,·,-13,·
8,CCN(C(=O)Cc1cccs1)c1nnc(-c2cc(OC)c(OC)c(OC)c2)s1,-5,12,1,27,21,0.7,-11,0.8
3,COc1ccc(CNc2ccc(C)cc2)cc1Br,3,-22,·,·,·,·,-5,·
1,O=C(O)Cc1ccc2c(c1)N(S(=O)(=O)c1cccc(C(F)(F)F)c1)CC(C(=O)O)O2 (stereo unspecified),-9,-17,1,3,1,1,-17,1
4,O=C(Cc1ccccc1)NCC1CCCO1 (stereo unspecified),-3,-16,0.8,6,11,0.9,-5,0.9
3,NC(=O)NC(c1ccccc1)c1ccccc1F (stereo unspecified),-3,-1,1.1,6,72*,0.9,1,0.3
2,Cn1cccc1C(=O)NC(=O)CSc1nnc(C2CC2)n1-c1ccccc1,-4,-20,1,7,55*,0.9,-15,0.4
3,Cc1ccc(N2Cc3ccccc3OC(C)C2=O)cc1 (stereo unspecified),2,4,1.2,85*,100*,0.2,0,0
6,COc1ccc(CN2CNc3nc4ccccc4n3C2)cc1,-11,10,0.9,13,0,0.9,6,1
0,Nc1nc(SCc2ccc(Cl)cc2)ns1,0,-8,0.9,28,42,0.7,-14,0.6
6,O=C(NCc1ccccc1)c1ccc2c(c1)C(=O)N(Cc1ccncc1)C2=O,2,-6,1,90*,71*,0.1,-8,0.3
1,CCCc1cn(S(=O)(=O)c2ccc(OC)cc2OC)nc1N,2,-10,0.9,12,48,0.9,-14,0.5
12,COC(=O)Cc1c(C)nc2nc(NCc3cccc([N+](=O)[O-])c3)[nH]n2c1=O,2,-5,1.1,8,4,0.9,-5,1
11,Cn1cc(Br)c(C(=O)Nc2sc3c(c2C(N)=O)CCC3)n1,6,-14,0.8,36,21,0.6,-2,0.8
9,COC(=O)c1oc2nc(C)cc(C)c2c1N,8,11,1,-13,20,1.1,-7,0.8
5,O=C(CSc1ccccc1C(=O)O)NC1CCCCCCC1,-2,9,1.1,8,9,0.9,-7,0.9
4,Cc1cc(N(CC(=O)O)S(C)(=O)=O)ccc1Br,-5,-1,1,-13,16,1.1,-6,0.8
17,COc1ccc(Sc2nnc(Cc3ccccc3)c3ccccc23)cc1,-1,-20,1,-2,7,1,-12,0.9
10,COc1ccc(CNC(=O)COC(=O)c2c[nH]c(=O)[nH]c2=O)cc1OC,3,8,1,-17,-17,1.2,-7,1.2
3,O=C(CCCCCn1c(SCC(=O)c2ccccc2)nc2ccccc2c1=O)NCc1ccco1,-1,14,1,98*,82*,0,1,0.2
·,CN1CCN(Cc2c(O)ccc3c2oc(=O)c2ccccc23)CC1,·,·,1.2,-22,0,1.2,·,1
·,CCc1ccc(CCC(=O)Nc2nnc(CC)s2)o1,·,·,0.9,4,15,1,·,0.8
7,CC1CCCCN1C(=O)CSc1nc(-c2ccccc2)cc(=O)[nH]1 (stereo unspecified),3,8,1.2,16,10,0.8,-7,0.9
8,COC(=O)Nc1ccc2c(c1)OCO2,6,0,·,·,·,·,-4,·
9,CCOC(=O)Cc1cc(-c2ccc(O)cc2)nc2ccc3ccccc3c12,-1,11,1,29,10,0.7,-12,0.9

# One compound at a time (already shown). Order of screens: HIV Rev-RRE inh | EphB4 antag | PLK1 PBD inh | PLAP act | CYP2C9 inh | CYP2C19 inh | CYP2C9 activ | PLK1 inh | CYP2C19 activ
# CCc1ccc(CCC(=O)Nc2nnc(CC)s2)o1 is entered as · | · | · | 0.9 | 4 | 15 | 1 | · | 0.8
# O=C(CSc1ccccc1C(=O)O)NC1CCCCCCC1 is entered as 5 | -2 | 9 | 1.1 | 8 | 9 | 0.9 | -7 | 0.9
